TRPML3 ag = human TRPML3 channel agonists, primary screen, cell-based, HEK293 TRPML3-YFP, Fluo-8 calcium fluorescence, 3 µM; activation, % at 3 µM; 100% = the carbachol control signal; 220,000 compounds, 0.29% hits; Mucolipin-3 (Homo sapiens), Q8TDD5;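 active = activation above its plate's cutoff, the mean activation of the plate's test wells plus 3 SD, cut at about 12% in these data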;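 note: 0% = DMSO only wells and 100% = carbachol wells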
Target sequence (Q8TDD5 whole entry, looked up): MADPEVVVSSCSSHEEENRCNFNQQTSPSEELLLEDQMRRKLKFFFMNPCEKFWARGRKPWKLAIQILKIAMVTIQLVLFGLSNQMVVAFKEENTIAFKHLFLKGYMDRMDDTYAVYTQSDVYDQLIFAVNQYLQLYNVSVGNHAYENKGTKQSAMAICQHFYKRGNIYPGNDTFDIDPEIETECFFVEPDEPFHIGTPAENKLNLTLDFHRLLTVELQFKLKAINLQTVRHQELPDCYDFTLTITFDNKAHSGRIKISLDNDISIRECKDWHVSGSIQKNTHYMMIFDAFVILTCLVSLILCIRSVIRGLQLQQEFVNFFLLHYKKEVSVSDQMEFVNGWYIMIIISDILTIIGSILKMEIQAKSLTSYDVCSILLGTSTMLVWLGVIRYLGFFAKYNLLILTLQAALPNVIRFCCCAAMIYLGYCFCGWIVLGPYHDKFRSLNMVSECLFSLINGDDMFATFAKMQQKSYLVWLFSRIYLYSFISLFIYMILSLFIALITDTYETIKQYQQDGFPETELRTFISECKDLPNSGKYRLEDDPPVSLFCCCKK
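Material: HEK293 cells stably carrying human TRPML3-YFP; compound dosing: single dose, 3 µM final nominal compound, 0.3% DMSO final; incubation: 1-h 37 °C dye load, 5-s basal, 120-s post-compound reads; technique: Fluo-8 intracellular calcium fluorescence, excitation 470-495 nm, emission 515-575 nm; read-out basis: percent activation from peak-to-basal fluorescence ratio, scaled between DMSO and carbachol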
NPY Y1 blocker = NPY-Y1 receptor antagonists, primary screen, cell-based. Neuropeptide Y receptor type 1 (Homo sapiens), P25929. 200,000 compounds, 1% hits. inhibition, % at 3.6 µM. HEK293-CNG Y1 cells, membrane potential fluorescence; NPY at EC95, then isoproterenol;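 active = inhibition above the campaign mean inhibition of all tested compounds plus 3 SD, cut at about 20% in these data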;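 note: 0% = DMSO wells given NPY plus isoproterenol and 100% = isoproterenol alone without NPY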
Target sequence (P25929 whole entry, looked up): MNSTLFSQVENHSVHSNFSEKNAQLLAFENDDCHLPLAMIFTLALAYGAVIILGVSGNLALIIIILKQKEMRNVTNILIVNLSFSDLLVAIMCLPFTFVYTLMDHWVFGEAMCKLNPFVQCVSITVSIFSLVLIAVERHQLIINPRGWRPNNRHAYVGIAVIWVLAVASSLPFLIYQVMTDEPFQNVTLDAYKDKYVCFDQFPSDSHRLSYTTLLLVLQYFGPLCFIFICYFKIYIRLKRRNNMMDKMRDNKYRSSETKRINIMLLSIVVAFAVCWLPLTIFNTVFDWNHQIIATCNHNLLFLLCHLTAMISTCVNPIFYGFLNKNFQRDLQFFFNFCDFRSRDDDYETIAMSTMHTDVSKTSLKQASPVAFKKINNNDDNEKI
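Test system – HEK293 Y1/CNG channel cell line · Also added – NPY agonist 25 nM, then isoproterenol 1 µM plus Ro 20-1724 25 µM · Compound dosing – one concentration, 3.6 µM, in 0.4% DMSO · Schedule – compound incubation 1 h at room temperature, readout 45 min post-stimulation · Technique – fluorescence, membrane potential probe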
PGE2 EP2 inh = human EP2 receptor antagonists, primary screen, TR-FRET cAMP, C6 glioma cells | C6 glioma cells expressing human EP2; cells stimulated with saturating PGE2 | Prostaglandin E2 receptor EP2 subtype (Homo sapiens), P43116 | 260,000 compounds, 0.52% hits | inhibition, % at 25 µM;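 active = percent inhibition above 40 after rounding to a whole number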;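 note: rat C6 glioma host cells with rolipram phosphodiesterase inhibitor present; the protocol text gives 20 µM as final concentration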
14-3-3 Bad inh = inhibitors of 14-3-3 zeta/Bad binding, primary screen, biochemical, TR-FRET, bovine 14-3-3 zeta. 220,000 compounds, 0.71% hits. 14-3-3 protein zeta/delta (Bos taurus), P63103. AID 781, 2007. inhibition, % at 21.7 µM. TR-FRET 14-3-3zeta/Dy647-pBad peptide displacement, 1 h;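 active = inhibition above about 70%, limit read from the data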;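 note: 0% = full 14-3-3 plus peptide FRET controls and 100% = background without 14-3-3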
EP2 mod = EP2 receptor modulators, cAMP readout, primary screen, cell-based, HTRF cAMP, PGE2 stimulation | AID 940, 2007 | EP2-expressing cells, cAMP HTRF FRET, PGE2 co-stimulation | induction, % at 25 µM | 260,000 compounds, 0.83% hits | Prostaglandin E2 receptor EP2 subtype (Homo sapiens), P43116;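 active = compounds whose cAMP rise, as percent of the full-agonist control response, exceeds 60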;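 note: rat C6 glioma line stably carrying human EP2 under a CMV promoter; the protocol text gives 20 µM as final concentration; 100% = response of wells given 1 µM PGE2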
PPC-1+TRAIL kill = compounds killing PPC-1 cancer cells with TRAIL present, primary screen, TRAIL potentiator project, ATPLite luminescence, uHTS; 220,000 compounds, 0.41% hits; cell killing (% activity), % at 4 µM; PPC-1 cells + TRAIL, ATPLite viability luminescence; AID 1443, 2008;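 active = cell killing above 50% in the first pass at 4 µM, then a duplicate retest at 5 µM averaging 50% or more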;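 note: plate controls were cells with TRAIL plus DMSO for no effect and medium-only wells lacking cells for full effect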
CHOP inh = inhibitors of CHOP promoter induction, primary screen, cell-based, unfolded protein response, luciferase reporter. inhibition, % at 10 µM. 220,000 compounds, 3.8% hits. CHO-K1 CHOP-promoter luciferase, tunicamycin-induced, 15-18 h;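 active = compounds that reduced the stress-induced luciferase reporter signal by more than about 70% of percent inhibition, limit read from the data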;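 note: 0% = tunicamycin plus vehicle and 100% = wells without tunicamycin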
NPY-Y1 PAM-ag = NPY-Y1 receptor potentiators or agonists, primary screen, cell-based; 220,000 compounds, 0.37% hits; activation, % at 3.6 µM; Neuropeptide Y receptor type 1 (Homo sapiens), P25929; NPY-Y1 expressing cells, potentiator/agonist activation; in the data active = activation above about 33%, passing the limit was not always enough;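 note: cells stimulated with NPY at EC10 then isoproterenol at EC100; 0% = low agonist plus stimulus and 100% = saturating agonist plus stimulus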
zfTRPN1 agonist = zebrafish TRPN1 channel agonists, primary screen, cell-based, HEK293, calcium fluorescence. transient receptor potential cation channel N1 (TRPN1/NompC), Danio rerio. HEK293 zebrafish TRPN1-YFP, Fluo-8 calcium fluorescence; 100% = response to 87 µM carbachol. activation, % at 3 µM. 220,000 compounds, 0.18% hits. AID 1424, 2008;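 active = activation above its plate's cutoff, the mean activation of test wells on that plate plus 3 SD, cut at about 19% in these data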;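 note: 0% = DMSO alone and 100% = 87 µM carbachol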
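Material: zebrafish TRPN1-YFP in HEK293 cells. Doses: one dose of 3 µM, 0.3% DMSO. Incubation: dye 1 h 37 °C plus 30 min RT. Measured by: intracellular calcium fluorescence with Fluo-8.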
Numbers without * were called inactive; · = not tested or not shown; [ ] = another dose, or the depositor's remark. Some of the compounds tested; the hit share may differ from the screen's.

SMILES	TRPML3 ag	NPY Y1 blocker	PGE2 EP2 inh	14-3-3 Bad inh	EP2 mod	PPC-1+TRAIL kill	CHOP inh	NPY-Y1 PAM-ag	zfTRPN1 agonist
N/C(=N\OC(=O)c1csnn1)c1ccc(C(F)(F)F)cc1	0.7	·	10	-5	24	16	-13	-3	3.7
O=C(c1cc2ccccc2s1)N1CCOCC1	-0.7	·	9	-3	11	6	10	9	1.1
Cc1cc(C(c2ccc(C)o2)c2ccc(C)o2)c(O)c([N+](=O)[O-])c1	-0.6	9	7	-16	31	5	66	11	0.0
O=C(Nc1nnc(-c2ccccc2Cl)o1)c1cc2cc([N+](=O)[O-])ccc2s1	0.4	-6	6	45[fluorescence artefact?]	0	8	-13	-6	0.3
CCOC(=O)N1CCC(NC(=O)C2CCN(C(=O)N3CC(C)Oc4ccccc43)CC2)CC1 (configuration not stated)	0.8	-4	14	0	2	11	14	16	1.2
COc1ccccc1N=C(C)C1=C(O)CSC1=O	-0.4	3	13	-12	3	-14	14	-2	0.1
COc1ccccc1NC(=O)C(=O)NNS(=O)(=O)c1ccc2ccccc2c1	0.3	·	10	-2	-30	-18	4	-76	0.8
Cc1cccc2c1CC(C)(C)NC2=C(C#N)C#N	0.3	11	3	-11	1	12	26	-3	0.0
COC(=O)c1c(C)[nH]c(C(=O)OCc2ccc(F)cc2)c1C	-0.7	3	18	3	-13	7	56	-15	-1.2
O=C(NCCCN1CCCC1=O)c1cccc(N2CCCC2=O)c1	0.3	18	16	-5[fluorescence artefact?]	4	-24	-8	-3	0.8
COc1cccc(NC(=O)C(c2ccccc2)N2CCCC2)c1 (configuration not stated)	0.1	10	3	3	-10	8	-5	-21	0.1
O=C(NCCc1ccccc1)C(=O)Nc1ccc2c(c1)OCCO2	0.5	2	10	0	-20	9	-39	-11	1.3
CC(C)(C)OC(=O)NCCCC[C@H](NC(=O)c1nc[nH]c1C(=O)N1CCN(C(=O)OC(C)(C)C)CC1)C(=O)OC(C)(C)C	-0.4	4	7	-2	-15	-4	6	-4	-0.9
Cc1c(NC(=S)N/N=C/c2ccc(O)cc2)c(=O)n(-c2ccccc2)n1C	0.7	-1	25	-6	13	10	9	18	1.1
COc1cccc(/C=N/NC(=O)CC2C(=O)NN=C2C)c1O (configuration not stated)	1.0	3	2	6	25	4	47	-3	0.5
O=C(NNC1=Nc2cc([N+](=O)[O-])ccc2OC1)c1ccccc1Cl	0.4	·	11	-7	-31	13	-1	2	-1.2
CCc1sc(C(=O)Nc2ccc(NC(C)=O)cc2)cc1C	0.1	-2	11	2	4	25	14	0	-0.2
Cc1c(C(=O)N2CCN(C)CC2)oc2ccc(S(=O)(=O)N3CCOCC3)cc12	0.5	1	9	-3	-25	10	39	9	1.3
CC(=Nc1cc(C(=O)c2ccccc2)ccc1N)C1=C(O)CC(C)(C)CC1=O	-0.5	3	5	-14	-38	-6	23	10	1.1
O=C(CCCCCNc1nc(=S)[nH]c2ccccc12)NCCc1ccccc1	0.1	2	11	-19[fluorescence artefact?]	-54	20	19	-34	0.5
O=C(O)CC(Sc1n[nH]c(=S)s1)C(=O)O (configuration not stated)	0.1	·	14	17	3	8	12	24	-1.3
COc1ccc(NC(=S)NCc2ccccn2)cc1OC	0.4	-4	4	-13	-3	21	9	16	0.6
C#CC[N+](CC)(CC)CC#Cc1cccc(Cl)c1	-0.1	5	14	1	7	-1	-11	-7	1.2
CC(=O)N1C(C(=O)O)CSC1c1ccc(C)cc1 (configuration not stated)	·	·	4	2	-1	15	16	·	·
COc1cccc(-c2ccc(=O)n(CC(=O)NCCN3CCOCC3)n2)c1	1.0	-2	8	-2	15	2	20	-14	-1.5

Random excerpt: 2 records from the list.
SMILES	TRPML3 ag	NPY Y1 blocker	PGE2 EP2 inh	14-3-3 Bad inh	EP2 mod	PPC-1+TRAIL kill	CHOP inh	NPY-Y1 PAM-ag	zfTRPN1 agonist
O=C(Nc1nnc(-c2ccccc2Cl)o1)c1cc2cc([N+](=O)[O-])ccc2s1	0.4	-6	6	45[fluorescence artefact?]	0	8	-13	-6	0.3
Cc1cccc2c1CC(C)(C)NC2=C(C#N)C#N	0.3	11	3	-11	1	12	26	-3	0.0

Next section
SMILES	TRPML3 ag	NPY Y1 blocker	PGE2 EP2 inh	14-3-3 Bad inh	EP2 mod	PPC-1+TRAIL kill	CHOP inh	NPY-Y1 PAM-ag	zfTRPN1 agonist
CCOC(=O)C1CCN(CC(=O)Nc2c(C(=O)OC)[nH]c3ccc(Cl)cc23)CC1	0.2	0	11	-1	-45	13	·	1	0.9
C#CCOCCOCCOCCNc1nc(N2CCOCC2)nc(N2CCN(C(=O)[C@H]([C@@H](C)CC)n3cc([C@@H](N)Cc4ccc(O)cc4)nn3)CC2)n1	1.2	-4	5	0	-9	14	13	0	1.9
CCOC(=O)c1ccc(NC(=S)N2CCN(Cc3ccccc3)CC2)cc1	0.9	1	8	-12	-9	17	62	-10	0.6
COc1cc2c(C(=O)N3CCOCC3)c(CSc3ccccc3)n(C)c2cc1Br	0.4	10	5	-5	39	-3	-23	1	-0.2
Cc1ccc(C)c2c1cc(C)c1nnc(SCC(=O)NCc3ccc4c(c3)OCO4)n12	-0.4	1	12	7	27	5	21	-4	0.5
O=C(Nc1ccccc1Cl)Oc1ccc2ccccc2c1	0.8	·	4	-4	22	18	7	11	1.3
Cc1cc(C(=O)CSc2nc(N)cc(=O)[nH]2)c(C)n1CCc1ccc(F)cc1	-0.5	9	16	-3	3	2	41	16	1.0
Cc1nnc(NC2=NCCC2)o1	1.0	-2	9	-2	9	3	12	1	1.0
Cc1cc(C)nc(NC(=O)c2ccc(COc3ccccc3Cl)cc2)c1	1.8	5	3	-13	-35	-15	9	-1	4.8
O=C(CCc1nnc(COc2ccccc2)o1)NCCc1cccs1	0.6	-3	7	-15	-25	6	19	4	-0.3
CCCc1nnc(SCC(=O)Nc2ccc(OCC)cc2)n1N	0.3	-4	20	4	13	-8	31	-6	0.9
O=C(Nc1ccc(F)cc1)c1cc(-c2ccccc2)no1	0.7	5	6	-2	3	-12	-9	-8	0.5
Cc1cccc2cc(COC(=O)c3cccs3)c(=O)[nH]c12	-0.3	-2	7	1[fluorescence artefact?]	-34	4	36	1	1.1
CCOc1ccc(-n2c(SCC(=O)Nc3ccc(Br)cc3)nc3n[nH]c(C)c3c2=N)cc1	-0.8	0	6	40	10	5	103*	-1	0.2
COc1ncnc2c1cnn2-c1ccccc1	0.5	1	7	-4	1	35	-2	0	-0.4
Cc1ccccc1C(=O)NCc1nnc(SCC(=O)N2CCN(c3ccccc3)CC2)n1C	0.7	1	12	7[fluorescence artefact?]	10	25	9	-3	0.0
C/C(CCN1CCc2nc(-c3ccccc3)c(-c3ccccc3)cc2C1)=N\O[C@H](C)c1cn([C@H](CO)Cc2ccccc2)nn1	0.7	-1	·	1	21	7	36	-26	1.6
Cc1ccc(S(=O)(=O)N2CCCC2C(=O)NCCc2ccccc2)cc1 (configuration not stated)	0.5	-12	6	-5	-6	11	0	4	0.6
Cc1cc(NC(=O)CCN2C(=O)/C(=C\c3ccccc3)SC2=S)no1	0.2	·	11	-4	-27	17	22	-19	-2.0
Brc1c(CSc2nncn2-c2ccccc2)nc2ncccn12	-0.1	-2	6	11	30	1	4	8	1.4
COC(=O)/C(=C\c1cc(OC)c(OC)c(OC)c1)c1nc2ccccc2[nH]1	0.3	11	6	5	-20	-18	-3	-8	-0.9
CCCn1c(SCC(=O)N2CCN(C(=O)c3ccco3)CC2)nc2ccccc2c1=O	0.1	-7	9	-9	-45	8	20	-4	-0.7
CCN(CC)CCOC(=O)c1cccc(Cl)c1	0.1	1	3	48	12	0	3	5	0.6
O=C(COC(=O)c1ccc(Br)c(S(=O)(=O)N2CCOCC2)c1)NCC1CCCO1 (configuration not stated)	1.1	4	4	6[fluorescence artefact?]	28	5	6	6	0.8
Cc1csc2c(N3CCN(S(=O)(=O)c4ccc(Cl)cc4)CC3)ncnc12	0.5	·	6	4	-23	4	7	-30	0.8
Fc1c(F)c(C(F)(F)F)c(F)c(F)c1N/N=C\c1cccs1	2.5	-5	124*	-8[fluorescence artefact?]	-47	24	101*	14	0.9
COc1ccccc1N1CC(C(=O)Nc2nnc(SCc3ccccn3)s2)CC1=O (configuration not stated)	0.7	-4	9	0	13	15	7	14	0.9
COCCNC(=O)c1cccc(Nc2nc(-c3ccccc3)c3cc(Cl)ccc3n2)c1	0.5	-2	5	6[fluorescence artefact?]	20	8	82*	-15	-0.5

Seven structures from above, arranged by molar mass, ascending:
SMILES	TRPML3 ag	NPY Y1 blocker	PGE2 EP2 inh	14-3-3 Bad inh	EP2 mod	PPC-1+TRAIL kill	CHOP inh	NPY-Y1 PAM-ag	zfTRPN1 agonist
CCN(CC)CCOC(=O)c1cccc(Cl)c1	0.1	1	3	48	12	0	3	5	0.6
O=C(Nc1ccc(F)cc1)c1cc(-c2ccccc2)no1	0.7	5	6	-2	3	-12	-9	-8	0.5
CCCc1nnc(SCC(=O)Nc2ccc(OCC)cc2)n1N	0.3	-4	20	4	13	-8	31	-6	0.9
Fc1c(F)c(C(F)(F)F)c(F)c(F)c1N/N=C\c1cccs1	2.5	-5	124*	-8[fluorescence artefact?]	-47	24	101*	14	0.9
Brc1c(CSc2nncn2-c2ccccc2)nc2ncccn12	-0.1	-2	6	11	30	1	4	8	1.4
Cc1ccc(C)c2c1cc(C)c1nnc(SCC(=O)NCc3ccc4c(c3)OCO4)n12	-0.4	1	12	7	27	5	21	-4	0.5
C/C(CCN1CCc2nc(-c3ccccc3)c(-c3ccccc3)cc2C1)=N\O[C@H](C)c1cn([C@H](CO)Cc2ccccc2)nn1	0.7	-1	·	1	21	7	36	-26	1.6

Assay outcomes deposited in PubChem BioAssay by several laboratories.
